# Source: PubChem BioAssay (National Center for Advancing Translational Sciences (NCATS))
# EPAC2 antag: qHTS for Antagonist of cAMP-regulated guanine nucleotide exchange factor 2 (EPAC2): primary screen | Rap guanine nucleotide exchange factor 4 (Homo sapiens), Q8WZA2 | EPAC2 GEF exchange of Rap1B-BODIPY-GDP, fluorescence | Potency, µM (titrated, usually from 114 µM), inactives show at the highest dose activity, negative = inhibition, hits mostly inhibitors | 360,000 tested, 0.18% active; note: potency is the fitted concentration of half-maximal effect; % is set by controls: 0 for no effect and ±100 for the full control effect; nearly all actives have a fitted effect of over 45% in size; many of its hits are not listed in these tables
# Target sequence (Q8WZA2 whole entry, looked up): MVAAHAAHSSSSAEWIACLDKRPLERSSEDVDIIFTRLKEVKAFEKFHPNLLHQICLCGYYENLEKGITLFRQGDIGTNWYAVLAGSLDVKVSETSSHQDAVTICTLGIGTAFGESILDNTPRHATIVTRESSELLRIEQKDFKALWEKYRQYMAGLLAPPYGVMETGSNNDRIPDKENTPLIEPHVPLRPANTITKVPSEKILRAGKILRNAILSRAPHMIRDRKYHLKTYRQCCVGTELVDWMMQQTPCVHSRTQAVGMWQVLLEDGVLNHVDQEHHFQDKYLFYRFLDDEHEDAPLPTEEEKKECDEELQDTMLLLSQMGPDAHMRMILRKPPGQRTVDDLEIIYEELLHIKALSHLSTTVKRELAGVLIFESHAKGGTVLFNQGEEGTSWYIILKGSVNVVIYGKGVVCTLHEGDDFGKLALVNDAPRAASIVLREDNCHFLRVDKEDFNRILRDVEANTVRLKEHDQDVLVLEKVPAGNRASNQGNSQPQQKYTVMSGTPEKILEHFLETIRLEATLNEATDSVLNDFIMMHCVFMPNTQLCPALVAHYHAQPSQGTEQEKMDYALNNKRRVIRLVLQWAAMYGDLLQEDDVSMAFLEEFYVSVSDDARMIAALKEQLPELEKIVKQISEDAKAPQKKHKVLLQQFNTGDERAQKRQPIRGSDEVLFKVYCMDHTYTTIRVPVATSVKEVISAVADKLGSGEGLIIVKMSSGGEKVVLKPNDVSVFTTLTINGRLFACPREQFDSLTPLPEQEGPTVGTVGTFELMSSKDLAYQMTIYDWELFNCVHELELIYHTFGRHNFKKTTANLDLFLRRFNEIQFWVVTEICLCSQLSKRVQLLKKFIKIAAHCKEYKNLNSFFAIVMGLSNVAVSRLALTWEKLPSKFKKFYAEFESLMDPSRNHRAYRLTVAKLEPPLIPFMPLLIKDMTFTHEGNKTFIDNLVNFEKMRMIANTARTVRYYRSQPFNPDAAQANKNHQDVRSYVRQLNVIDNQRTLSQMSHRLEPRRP
# TGFb SMAD3 inh: qHTS for Inhibitors of TGF-b | HepG2 CAGA-GFP TGF-b/SMAD3 reporter, GFP fluorescence, 18 h; TGF-beta stimulated, 500 pg/mL final | 410,000 tested, 1.2% active | Potency, µM (titrated, usually from 46.1 µM), for the others: at the top dose activity, negative = inhibition, actives largely listed as inhibitors; note: potency is the fitted concentration of half-maximal effect; % is set by controls: 0 for no effect and ±100 for the full control effect; nearly all actives have a fitted effect of over 65% in size
#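 HEPG2 CAGA-GFP cells (1000/well, DMEM with 1% FBS) were pre-incubated 2 h at 37 degrees C, given compound by pin tool, then stimulated with TGF-beta at 500 pg/mL final for 18 h before per-cell GFP fluorescence imaging.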
# Nrf2 activator: qHTS of Nrf2 Activators; AREc32 ARE-luciferase reporter (MCF7-derived line), luminescence, 24 h; Potency, µM (doses to about 46.1 µM), inactives show top-dose activation, usual class: activators; 410,000 tested, 0.31% active; AID 624171, 2012; note: potency is the fitted concentration of half-maximal effect; % of control where 0% means no effect; nearly all actives have a fitted effect of over 65% in size
#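 AREc32_Fluc, 1000 cells/well, OPTI-MEM + 5% FBS, o/n 37 deg C 5% CO2; 23 nL cpd by pin tool, 24 hr; Steady-Glo 30 min RT, luminescence.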
# MmCpn inh: Inhibitors of TCP-1 ring complex (TRiC) of Methanococcus maripaludis (MmCpn): qHTS; Potency, µM (top dose mostly 76.9 µM), inactives show top-dose activity, negative = inhibition, most hits filed as inhibitors; purified Mm-Cpn ATPase, ADP Transcreener TR-FRET; 330,000 tested, 0.031% active; Chaperonin Mm-Cpn (Methanococcus maripaludis); AID 504842, 2011; note: potency is the fitted concentration of half-maximal effect; % is set by controls: 0 for no effect and ±100 for the full control effect; nearly all actives have a fitted effect of over 80% in size
#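 TR-FRET (320 nm excitation; 590 and 665 nm emission) reports ADP made from 10 uM ATP by 25 nM enzyme; compounds were preincubated 10 min, reaction run 30 min, both at 37°C.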
# pAkt inh: HTS Assay for Inhibitors of Akt Phophorylation: Primary Screen; AID 651550, 2012; Neuro2A IGF-stimulated pAkt S473 HTRF, 20 min; stronger effect = lower value; 360,000 tested, 0.32% active; activity change, % for hits at 50 µM; in the data active = activity change below about -80%; inconclusive = mostly about -51% to -80%; note: % is set by controls: 0 for no effect and ±100 for the full control effect
#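 Neuro2A cells (4,500/well, DMEM with 0.5% FBS) were treated with compound at a single 50 µM final concentration, stimulated with 6 nM IGF for 20 min at 37 °C, and lysed. Phospho-Akt Ser473 was read by HTRF as 665/615 ratio ×10^4.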
# Nrf2 inh: Nrf2 qHTS screen for inhibitors; A549 ARE-Fluc reporter, luciferase luminescence, 18-24 h; Potency, µM (doses to about 46 µM), without a hit: top-dose activity change, negative = inhibition, hits mostly inhibitors; 360,000 tested, 2.1% active; note: potency is the fitted concentration of half-maximal effect; % is set by controls: 0 for no effect and ±100 for the full control effect; nearly all actives have a fitted effect of over 60% in size
#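 Concentration-response testing used A549 ARE_Fluc cells at 5000 cells/well. Following an 18-24 h compound incubation, viability was read by fluorescence (Ex 405/Em 525) and luciferase output by luminescence.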
# A549 tox: Nrf2 qHTS screen for inhibitors: counterscreen for cytotoxicity | A549 ARE-Fluc cells, CellTiter-Fluor viability, 18-24 h | Potency, µM (titrated, usually from 46 µM), for the others: top-dose activity change, negative = cytotoxicity, actives largely listed as inhibitors | 390,000 tested, 0.16% active; note: potency is the fitted concentration of half-maximal effect; % is set by controls: 0 for no effect and ±100 for the full control effect
#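 Cytotoxicity counterscreen: CellTiter-Fluor fluorescence was measured in A549 ARE_Fluc cells after 18-24 h of compound exposure in a concentration series. The subsequent BugLite luminescent read reports ARE-luciferase activity.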
# EPAC2 ag: qHTS for Agonist of cAMP-regulated guanine nucleotide exchange factor 4 (EPAC2): primary screen. Rap guanine nucleotide exchange factor 4 (Homo sapiens), Q8WZA2. EPAC2 activation, biochemical qHTS; response scale: 100% = 6.5 mM cAMP response. Potency, µM (series often up to 154 µM), without a hit: at the top dose activation, usual class: activators. 360,000 tested, 0.079% active; note: potency is the fitted concentration of half-maximal effect; nearly all actives have a fitted effect of over 50% in size
#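 Compounds were titrated in qHTS against a Rap1B-BODIPY-GDP (250 nM) complex with EPAC2 (100 nM) and GDP (50 uM). BODIPY-GDP release tracked at 480/540 nm over 30 min at room temperature, normalized to 6.5 mM cAMP.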
# CCT modulator: High-Throughput Screening for Modulators of Cytosolic Chaperonin Activity | activity change, % (concentration not given with the values), hits read low | purified chaperonin ATPase assay, HTRF ADP detection, 30 min | 360,000 tested, 0.3% active; in the data active = activity change below about -30%; note: % is set by controls: 0 for no effect and ±100 for the full control effect
#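 We incubate TRiC, 40 or 20 nM final, with library compounds at 76 uM and 10 uM ATP for 30 min at 37 °C. ADP formed is detected with Transcreener HTRF reagents after 30 min at room temperature.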
# Starred values were filed as active, the others as inactive; i = inactive; u = inconclusive; x = not tested or not shown; [ ] = another dose, or the depositor's remark. Unless noted, calls come from the whole dose curve; as a rule, active = well fitted curve in the direction sought with a large enough effect; inconclusive = small, poorly fitted or top-dose-only effect, or another doubt; inactive = no such curve, though single readings can be large; an effect the other way counts as inactive or inconclusive.
SMILES,EPAC2 antag,TGFb SMAD3 inh,Nrf2 activator,MmCpn inh,pAkt inh,Nrf2 inh,A549 tox,EPAC2 ag,CCT modulator
Cc1nnc(SCC(=O)Nc2sc3c(c2C(=O)c2ccccc2)CCCC3)s1,-1%,u,0.3%,-1%,i,0%,0%,-7%,-0.3
CCNC(=O)C1CCCN(C(=O)c2ccc3c(c2)CCO3)CC1 (stereo not drawn),3%,4%,0.5%,x,i,x,x,2%,-1.7
O=[N+]([O-])c1cc(Br)c(O)c(C=Nc2ccc(N3CCOCC3)cc2)c1,-20%,15%,3.7%,-28%,i,u,-9%,-12%,0.9
CCOC(=O)C(O)(NC(=O)c1cccnc1)C(F)(F)F (stereo not drawn),2%,3%,0.4%,-2%,i,u,1%,-8%,0.4
Cc1ccc(C(=O)OC(C)C(=O)NC2CCCCC2C)cc1S(=O)(=O)N1CCOCC1 (stereo not drawn),3%,7%,-0.1%,-3%,i,-4%,2%,4%,-1.4
CCC(C)(C)NC(=O)c1ccc2c(c1)N(CC(=O)OC)C(=O)C(C)(C)O2,3%,u,-0.5%,-2%,i,7%,13%,5%,-2.2
CC(=O)N/C(=N/c1nc(C)cc(C)n1)Nc1ccc(C)cc1Cl,0%,-2%,-0.2%,-1%,i,16%,1%,13%,1.8
COC1=C(Nc2ccc(OC)cc2)C(=O)c2ccccc2C1=O,-21%,16µM*,-0.6%,-9%,i,12%,5%,7%,-0.3
CC1(C)Oc2ccc3ccc(=O)oc3c2C(N2CCCCC2)C1O (stereo not drawn),2%,-6%,1.2%,-2%,i,10%,17%,0%,-1.5
Cc1nn(-c2ccccc2)c2c1C(c1ccc(Cl)cc1)N(c1ccccc1)C(=O)N2 (stereo not drawn),-2%,-14%,-0.4%,0%,i,u,-14%,6%,-1.7
CCCCn1c(N)c(N(CCOC)C(=O)COC(=O)c2ccccc2OCC)c(=O)[nH]c1=O,3%,0%,0.1%,-3%,i,-22%,1%,0%,0.1
CC(=O)N/C(=C\c1ccc(F)cc1)C(=O)NC(Cc1ccccc1)C(=O)O (stereo not drawn),3%,1%,-0.8%,0%,i,-2%,1%,12%,-6.3
Cc1ccc(C2NC(=O)NC(O)(C(F)(F)F)C2C(=O)c2cccs2)o1 (stereo not drawn),-4%,20%,-0.6%,-3%,i,x,0%,-4%,0.4
Cc1ccc(C23CCC(=O)N2C(C(=O)O)CS3)c(C)c1 (stereo not drawn),-3%,-6%,0.1%,1%,i,2%,6%,12%,-0.1
COC(=O)c1cc(CSc2nnc(NC3CCCCC3)s2)oc1C,-6%,1%,-0.3%,1%,i,u,1%,16%,1.5
CC(C)(C)C(=O)Nc1nnc(COc2ccc(Cl)cc2)s1,0%,20%,5.9%,-4%,i,4%,-8%,5%,-0.3
COC(=O)CCC(=O)Nc1sc(C)c(C)c1C(N)=O,0%,-14%,2.0%,-1%,x,u,-2%,-36%[inhibitor][15.6 µM],-0.9
COc1cccc(OC)c1C(=O)OCC(=O)NCC(C)C,0%,5%,4.1%,3%,i,-15%,2%,-1%,-0.8
O=C(/C=C/N1CCOCC1)c1ccc(-c2ccccc2)cc1,0%,-7%,-0.3%,-19%,i,-6%,-11%,9%,-1.5
O=C1c2cccnc2C(=O)N1Cc1ccc2c(c1)OCO2,7%,7%,-1.5%,0%,i,-8%,0%,-1%,1.5
CCCn1nnnc1SCC(=O)N1CCN(C(=O)c2ccco2)CC1,7%,u,-0.1%,-2%,i,9%,1%,1%,0.0
CCOC(=O)c1[nH]c(C)c(/C(O)=C2\C(=O)C(=O)N(CCN(C)C)C2c2ccncc2)c1C (stereo not drawn),-6%,-19%,0.2%,2%,i,9%,-17%,1%,0.1
CC(=O)c1cccc(NC(=O)C2CC(c3ccc(F)cc3)=NO2)c1 (stereo not drawn),-4%,-2%,0.0%,0%,i,1%,-2%,3%,2.4
Cc1ccc(-c2noc(CC(c3ccccc3)c3ccccc3)n2)cc1,2%,15%,2.1%,2%,i,12%,22%,0%,0.6
Cc1nn(C)cc1CNC(=O)c1cccc(Br)c1,-11%,1%,8.6%,1%,i,7%,13%,1%,-0.3

# Given with two lines to a compound: two of the compounds above
# Screens in order – EPAC2 antag	TGFb SMAD3 inh	Nrf2 activator	MmCpn inh	pAkt inh	Nrf2 inh	A549 tox	EPAC2 ag	CCT modulator
- CCCn1nnnc1SCC(=O)N1CCN(C(=O)c2ccco2)CC1
  7%	u	-0.1%	-2%	i	9%	1%	1%	0.0
- CCOC(=O)c1[nH]c(C)c(/C(O)=C2\C(=O)C(=O)N(CCN(C)C)C2c2ccncc2)c1C (stereo not drawn)
  -6%	-19%	0.2%	2%	i	9%	-17%	1%	0.1

# (cont.)
SMILES,EPAC2 antag,TGFb SMAD3 inh,Nrf2 activator,MmCpn inh,pAkt inh,Nrf2 inh,A549 tox,EPAC2 ag,CCT modulator
COc1cc2[nH]c(C)c(-c3ccccc3)c(=O)c2cc1Cl,30%,x,-0.1%,x,i,x,x,13%,-1.7
COC(=O)[C@@H]1CCCN1C(=O)c1cc(COc2cccc3cccnc23)on1,12%,4%,-0.6%,-4%,i,3%,-2%,8%,1.1
COc1ccc(N2CCN(c3ncnc4scc(-c5ccc(F)cc5)c34)CC2)cc1,-5%,u,2.9%,-4%,i,u,1%,16%,-2.4
Cc1ccccc1NC(=O)CCN1CCCCCC1,6%,5%,-0.3%,x,i,-9%,-1%,4%,-1.1
CC(C)(C)NC(=S)N/N=C/c1cc(Br)c(O)c(Br)c1,-30%,u,6.2%,-5%,i,u,u,0%,-1.0
CC(=O)N(Cc1cc(=O)[nH]c2ccccc12)c1ccc(C)cc1C,1%,9%,-0.3%,0%,i,-9%,0%,-2%,0.9
NC(=O)CN1C(=O)C(O)(CC(=O)c2ccccc2O)c2ccccc21 (stereo not drawn),-1%,-4%,3.6%,-5%,i,-7%,4%,1%,-3.0
CCN(CC)C(=O)C1=C(C)N(Cc2ccccc2)C(=O)C(CC(=O)NC(c2ccccc2)c2ccccc2)C1 (stereo not drawn),-8%,u,1.2%,x,i,x,x,3%,-0.9
O=C(NCCc1ccccn1)c1cc2ccccc2o1,-5%,-1%,4.2%,-1%,i,u,-5%,4%,1.9
CCCC1O[C@@H]2CC3C4CCC5=CC(=O)C=C[C@]5(C)C4C(OC(C)=O)C[C@]3(C)[C@]2(C(=O)COC(C)=O)O1 (stereo partly drawn),-10%,16%,0.3%,0%,i,-27%,-19%,13%,-0.6
COCCNC(=O)CSc1ccccc1C(=O)O,-7%,-3%,0.2%,0%,i,-2%,8%,12%,-3.6
CN(CC(=O)Nc1ccc(OC(F)(F)F)cc1)S(=O)(=O)c1ccc2c(c1)CCC(=O)N2,x,-36%,5.5%,x,x,u,-3%,x,x
Cc1c(C(=O)NCC2CCCO2)oc2c(Cl)cccc12 (stereo not drawn),2%,8%,2.5%,-5%,i,3%,-2%,12%,1.6
O=C(NC1CCCC1)C1CCC(CNS(=O)(=O)c2ccccc2)CC1 (stereo not drawn),1%,16%,-0.4%,-24%,i,2%,0%,-8%,-1.9
Cc1nnc(SCC(=O)N/N=C/c2cc(Cl)c(O)c(Cl)c2)s1,-2%,-16%,0.2%,1%,i,12%,0%,-8%,0.8
O=C(O)C1=C[C@@H](C2CC2)C[C@@H](OCCCCO)O1,-2%,-4%,0.6%,x,i,6%,-4%,-1%,0.7
CCC(=O)Nc1nn(C)c2nc3c(C)cccc3cc12,-3%,-1%,2.8%,-3%,-113%*,-5%,0%,7%,-2.7
COc1cccc(NC(=O)N2CCC(n3nnc4ccccc43)CC2)c1,2%,0%,0.0%,0%,i,u,0%,-6%,-1.8
CCc1cccc(CC)c1NC(=O)NC1CCCCC1,-2%,0%,0.3%,1%,i,17%,0%,-8%,2.2
O=C(COC(=O)c1n[nH]c2ccccc12)Nc1ccccc1Br,-2%,-23%,24%,0%,i,u,5%,-9%,-0.5
Cc1ccc(/C=N/NC(=O)c2cccs2)cc1[N+](=O)[O-],-3%,u,21%,0%,i,u,1%,-4%,-1.6
CC(C)Cc1nnc(NC(=O)CCC(=O)NC2CCCCCCC2)s1,2%,0%,-0.6%,-4%,i,-2%,-7%,5%,0.0
COc1ccc(C(=O)C2CCCN(C(=O)c3ccc(F)cc3)C2)cc1OC (stereo not drawn),-4%,0%,-0.5%,1%,i,-10%,-3%,4%,-0.7
Cc1ccccc1CNC(=O)C1CCCN(S(=O)(=O)N(C)c2ccc(F)cc2)C1 (stereo not drawn),x,u,0.0%,x,x,-18%,-2%,x,x
CCOC(=O)C1=CCC(c2cccn2C(=O)OC(C)(C)C)N(S(=O)(=O)c2ccc(C)cc2)C1 (stereo not drawn),-2%,u,4.7%,x,i,x,x,3%,0.4
CCN(CC)C(=O)C(=O)c1cccn1-c1cccc(OC)c1C#N,3%,-2%,-1.1%,-1%,i,-3%,-2%,9%,-2.4

# 4 of the entries above in order of the CCT modulator value, largest number first.
mol	EPAC2 antag	TGFb SMAD3 inh	Nrf2 activator	MmCpn inh	pAkt inh	CCT modulator
COC(=O)[C@@H]1CCCN1C(=O)c1cc(COc2cccc3cccnc23)on1	12%	4%	-0.6%	-4%	i	1.1
O=C(O)C1=C[C@@H](C2CC2)C[C@@H](OCCCCO)O1	-2%	-4%	0.6%	x	i	0.7
COc1cccc(NC(=O)N2CCC(n3nnc4ccccc43)CC2)c1	2%	0%	0.0%	0%	i	-1.8
CCC(=O)Nc1nn(C)c2nc3c(C)cccc3cc12	-3%	-1%	2.8%	-3%	-113%*	-2.7

# A portion of the library; the hit share may differ from the screen's.
